# POLB inh – DNA polymerase beta (human) inhibition; AID 485314; hit rate 1.3% among 340,000; P06746; Potency, µM (doses to about 114 µM), without a hit: at the top dose activity change, negative = inhibition, most hits filed as inhibitors; Pol beta primer extension/strand displacement, fluorescence kinetic; note: % is set by controls: 0 for no effect and ±100 for the full control effect
#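 Enzyme-only controls used 10 nM Pol beta; buffer lacking enzyme served as negative control. Compound preincubated 15 min, then 50 nM substrate added; 0 and 10 min reads at room temperature.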
# POLK inh – inhibitors of human DNA polymerase kappa; Q9UBT6; purified Pol kappa, fluorescent DNA synthesis assay, 10 min; Potency, µM (titrated, usually from 107 µM), for inactives: top-dose activity, negative = inhibition, actives largely listed as inhibitors; hit rate 0.53% among 400,000; AID 588579; note: % is set by controls: 0 for no effect and ±100 for the full control effect
#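 Activity was followed as the change in fluorescence between reads at 0 and 10 min after starting the reaction with 50 nM substrate. Beforehand, 10 nM polymerase had been preincubated with compound for 15 min at room temperature.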
# BLM helicase inh – inhibitors of human Bloom syndrome helicase BLM. P54132. recombinant BLM DNA unwinding, fluorescence dequenching. hit rate 0.2% among 350,000. AID 2528. Potency, µM (series often up to 56.1 µM), inactives show at the top dose activity change, negative = inhibition, most hits filed as inhibitors;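 note: plate controls were vehicle for no effect and no enzyme for full effect; nearly all actives have a fitted effect of over 35% in size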
# POLH inh – inhibitors of human DNA polymerase eta; Q9Y253; recombinant Pol eta, fluorescent DNA replication assay; Potency, µM (titrated, usually from 114 µM), without a hit: top-dose activity change, negative = inhibition, hits mostly inhibitors; hit rate 1.2% among 390,000; AID 588591; note: % is set by controls: 0 for no effect and ±100 for the full control effect
#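 Pol eta (10 nM) was preincubated with compounds for 15 min at room temperature, after which fluorescent replication substrate (50 nM final) was added to start the reaction. Fluorescence was read kinetically at 0 and 10 min.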
# BAZ2B inh – blocks human BAZ2B; Q9UIF8; AlphaScreen BAZ2B-H3K14Ac peptide displacement; Potency, µM (doses to about 114 µM), without a hit: top-dose activity change, negative = inhibition, hits mostly inhibitors; hit rate 4.4% among 360,000; AID 504333; note: % is set by controls: 0 for no effect and ±100 for the full control effect; nearly all actives have a fitted effect of over 60% in size
#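 AlphaScreen luminescence quantifies BAZ2B engagement of H3K14Ac peptide; the protein and biotinylated peptide are both at 50 nM final, buffer PBS pH 7.4 with 0.01% Tween-20, all steps at room temperature.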
# APEX1 inh – APE1 (human) endonuclease inhibition. P27695. recombinant APE1, TAMRA/BHQ-2 abasic DNA cleavage fluorescence. Potency, µM (highest dose often 65.8 µM), inactives show top-dose activity change, negative = inhibition, usual class: inhibitors. hit rate 0.35% among 350,000. AID 2517;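 note: plate controls were vehicle for no effect and reference inhibitor for full effect; nearly all actives have a fitted effect of over 55% in size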
# Target sequence (P27695 whole entry, looked up): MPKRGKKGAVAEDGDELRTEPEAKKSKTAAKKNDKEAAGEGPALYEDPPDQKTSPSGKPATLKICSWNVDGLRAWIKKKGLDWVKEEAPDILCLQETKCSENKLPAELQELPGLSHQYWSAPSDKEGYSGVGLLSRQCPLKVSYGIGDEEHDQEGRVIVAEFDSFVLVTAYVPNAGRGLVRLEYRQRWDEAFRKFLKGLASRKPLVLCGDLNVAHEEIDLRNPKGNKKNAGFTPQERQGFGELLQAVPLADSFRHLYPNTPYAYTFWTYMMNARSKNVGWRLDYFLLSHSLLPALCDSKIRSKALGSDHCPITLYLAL
#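 Quantitative HTS: incision of a TAMRA/BHQ-2 double-stranded substrate bearing a tetrahydrofuran abasic site by 0.75 nM APE1 raises fluorescence. Substrate 50 nM final, added after 15 min compound preincubation at room temperature; progress as third-minus-first kinetic read difference.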
# G9a inh – blocks human histone lysine methyltransferase G9a | G9a H3K9 monomethylation, AlphaScreen, 2 h | hit rate 8.8% among 350,000 | Q96KQ7 | Potency, µM (series often up to 102 µM), for the others: top-dose activity, negative = inhibition, hits mostly inhibitors; note: % is set by controls: 0 for no effect and ±100 for the full control effect; nearly all actives have a fitted effect of over 75% in size
# Target sequence (Q96KQ7 913-1193 limits assumed): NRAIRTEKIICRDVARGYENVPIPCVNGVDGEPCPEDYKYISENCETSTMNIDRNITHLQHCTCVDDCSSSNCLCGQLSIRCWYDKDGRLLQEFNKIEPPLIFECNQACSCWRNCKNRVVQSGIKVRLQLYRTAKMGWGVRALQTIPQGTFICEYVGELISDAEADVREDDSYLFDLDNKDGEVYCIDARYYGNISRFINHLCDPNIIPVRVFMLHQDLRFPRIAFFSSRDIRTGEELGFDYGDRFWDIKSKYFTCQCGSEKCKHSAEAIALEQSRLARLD
#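 Quantitative HTS format: methyltransferase activity on a biotin-tagged H3K9 peptide is measured by AlphaScreen, using a rabbit anti-monomethyl-H3K9 antibody with streptavidin donor and anti-IgG acceptor beads. Final levels are 20 nM enzyme, 500 nM peptide, 20 uM SAM; 2 h RT.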
# POLI inh – DNA polymerase iota (human) inhibition. AID 588590. hit rate 1% among 390,000. Pol iota fluorescent replication assay, 10 min. Q9UNA4. Potency, µM (series often up to 115 µM), inactives show top-dose activity, negative = inhibition, actives largely listed as inhibitors
#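 Fluorescent replication assay read twice, at 0 min and 10 min after adding 50 nM (final) substrate. Enzyme (10 nM) and compounds were first incubated 15 min at room temperature; enzyme-free buffer wells were negative controls.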
# Anesthetic bind – binds horse apoferritin like a general anesthetic; P02791; apoferritin/1-aminoanthracene competitive binding, fluorescence; Potency, µM (series often up to 77.5 µM), inactives show top-dose activity change, negative = displacement, usual class: inhibitors; hit rate 0.074% among 350,000; note: % is set by controls: 0 for no effect and ±100 for the full control effect; nearly all actives have a fitted effect of over 20% in size
# Target sequence (P02791 2-175 limits assumed): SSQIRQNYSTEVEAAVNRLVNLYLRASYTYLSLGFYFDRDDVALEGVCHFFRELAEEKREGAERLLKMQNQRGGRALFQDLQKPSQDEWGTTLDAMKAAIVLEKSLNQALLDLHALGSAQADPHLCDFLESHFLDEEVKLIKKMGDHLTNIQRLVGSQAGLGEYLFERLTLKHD
#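 10 uM apoferritin + 50% sat. 1-AMA, PBS; cpd 10 min RT; Ex380/Em535 endpoint; normalized to free probe vs complex; 4-param Hill fit; propofol titration as pos. ctrl.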
# An asterisk follows results filed as active; ? = inconclusive; / = no result given; [ ] = dose if it differs, or a comment. Calls come from the whole dose curve; as a rule, active = well fitted curve in the direction sought with a large enough effect; inconclusive = small, poorly fitted or top-dose-only effect, or another doubt; inactive = no such curve, though single readings can be large; an effect the other way counts as inactive or inconclusive. Potency is the fitted concentration of half-maximal effect. Not all compounds are listed, so the mix of outcomes need not match the whole.
no.	SMILES	POLB inh	POLK inh	BLM helicase inh	POLH inh	BAZ2B inh	APEX1 inh	G9a inh	POLI inh	Anesthetic bind
1	Cc1oc(-c2cccs2)nc1CN1CCN(Cc2ccc(F)c(F)c2)C(CCO)C1 (centres undefined)	9%	4%	-2%	-5%	-15%	-3%	?	69%[activator]	-11%
2	COc1cccc(-c2nn(-c3ccc(C)cc3)cc2C(=O)N2CCN(C3CCS(=O)(=O)C3)CC2)c1 (centres undefined)	/	-2%	/	-10%	0%	42%	-3%[59 µM]	5%	/
3	CC1=C(C(=O)Nc2ccccc2)C(c2ccc(C)o2)N2C(=O)CSC2=N1 (centres undefined)	1%	-13%	-7%	-7%	/	5%	19%[59 µM]	?	-18%
4	COc1ccc2c(c1)c(CCN1C(=O)c3ccccc3C1=O)cn2C(=O)c1ccco1	7%	-7%	0%	6%	-5%	-1%	1%	8%	-19%
5	CCn1nccc1C(=O)Nc1ccccc1OC	4%	-5%	0%	-7%	37%[activator]	10%	0%[0.501 µM]	110%[activator]	-4%
6	O=C(/C=C/c1ccccc1)N1CCN(c2ccccn2)CC1	28%	5%	-2%	-13%	-4%	-2%	13%[0.501 µM]	13%	-11%
7	Cc1ccc2nc(Cl)c(/C=N/Nc3ccc(C(=O)O)cc3)cc2c1	-21%	?	-6%	22µM*	?	?	50µM*	-37%	2%
8	Cc1onc(-c2ccccc2)c1C(=O)N/N=C/c1cc(Br)c(O)c(Br)c1	-4%	-22%	-4%	-12%	?	14%	?	0%	-5%
9	Nc1c(C(=O)NCc2ccc(F)cc2)c2nc3ccccc3nc2n1CCCN1CCOCC1	10%	-5%	-7%	-10%	25%	-6%	39%	13%	193%[activator]
10	COc1cc(-c2nc(=S)[nH][nH]2)cc(OC)c1OC	1%	3%	-1%	-13%	50µM*	7%	0.56µM*	?	-7%
11	COC(=O)[C@]1(C)N[C@H](CN(C)C(C)=O)[C@@H]2C(=O)N(Cc3ccccc3)C(=O)[C@@H]21	/	2%	/	-6%	/	5%	/	?	/
12	O=C(Nc1cc(Cl)ccc1Cl)c1ccco1	29%	3%	-6%	-22%	-1%	22%	13%[0.501 µM]	127%[activator]	-15%
13	CCC(C)(C)NC(=O)CN(C(=O)CNS(=O)(=O)c1ccccc1)c1ccccc1	14%	-11%	-2%	-16%	6%	-2%	2%[59 µM]	7%	-17%
14	CCc1cccc(NC(=O)C2CC2c2ccccc2)c1 (centres undefined)	3%	-23%	-6%	-12%	11%	-17%	/	100%[activator]	-16%
15	Cc1ccc(C)c(NC(=O)C(c2ccccc2)N2Cc3ccccc3C2=O)c1 (centres undefined)	-5%	-8%	-6%	-6%	-4%	/	-10%[59 µM]	4%	51%[activator]
16	Cc1nn(C(=O)c2nn(C)cc2Cl)c(C)c1Br	11%	-3%	3%	-7%	9%	0%	-12%[59 µM]	8%	-8%
17	COc1ccc(-c2noc(CCCC(=O)NCC3CCCO3)n2)cc1 (centres undefined)	-2%	0%	-6%	-11%	-1%	46%	?	30%[activator]	5%
18	CCCCOc1ccc(-c2nnn(CC(=O)c3c[nH]c4ccccc34)n2)cc1	11%	-13%	-2%	8%	-8%	-2%	29%	10%	-6%
19	CCOC(=O)c1cccc(Nc2cc(C)nc(C)n2)c1	3%	7%	2%	-14%	-21%	/	8%[59 µM]	3%	-9%
20	COc1ccc(OC)c(C(=O)c2ccc(C(=O)N3CCCCC3)cc2)c1	11%	-13%	-3%	5%	-33%[57.1 µM]	-2%	86%[activator][59 µM]	10%	-23%
21	COc1ccc(CNC(=O)c2ccc3c(c2)N(Cc2ccc(C)cc2)CCS3)cc1	0%	-24%	-4%	-4%	-3%	/	11%[59 µM]	-1%	538%[activator]
22	Cc1ccc(S(=O)(=O)N(Cc2nc(-c3ccc(Cl)cc3)no2)C2CCCCC2)cc1	-1%	3%	-7%	-24%	-2%	/	19%[59 µM]	18%	64%[activator]
23	CCc1nnc(NC(=O)C2CC(=O)N(Cc3ccccc3)C2)s1 (centres undefined)	16%	-11%	1%	-2%	-13%	-6%	1%	?	0%
24	CC(C)[C@H](NC(=O)[C@@H]1Cc2c([nH]c3ccccc23)C2c3ccccc3C(=O)N21)C(=O)N1CCC[C@@H]1C(=O)O (some centres undefined)	6%	7%	3%	-5%	-4%	16%	?	14%	-5%
25	CCOC(=O)[C@H]1[C@H]2COc3ccc(C)cc3[C@@H]2N2C(=O)[C@@H](C)NC(=O)[C@@]12C	/	-3%	/	-10%	10%	-5%	4%[0.501 µM]	42%	/
26	Cc1oc(-c2ccc(Cl)cc2)nc1CS(=O)CC(=O)NCCCN(C)C1CCCCC1 (centres undefined)	14%	-1%	1%	-18%	-5%	5%	-6%[59 µM]	8%	-11%
27	CC(NC(=O)c1c(O)c2ccccc2n(C)c1=O)c1ccccc1 (centres undefined)	25%	9%	-5%	-21%	9%	-2%	/	-10%	-15%
28	COc1ccc(N2Cc3cccc(C(=O)Nc4ccc(Cl)cc4)c3C2=O)cc1	13µM*	-32%	-10%	?	?	/	-34%[59 µM]	?	-4%
29	Cc1ccc(C)c(NC(=O)C2CCCN2C(=O)NC2CCCCC2)c1 (centres undefined)	26%	13%	-6%	-8%	-14%	2%	1%	20%	-3%
30	CCOC(=O)Cc1csc(NC(=S)NC(=O)c2ccccc2)n1	7%	2%[60.1 µM]	-4%	1%	?	3%	?	-14%	-3%
31	Cc1ccccc1C(=O)Nc1nnc(CC(=O)N/N=C/c2ccncc2)s1	40%	-7%	-5%	0%	-4%	16%	/	56%[activator]	-4%
32	CCOc1ccc(NC(=O)Nc2c[nH]c(=O)[nH]c2=O)cc1	?	-7%	-5%	-17%	-5%	/	-5%[59 µM]	8%	-9%
33	CC(=O)Nc1ccc(NC(=O)C(C)c2cccc(C(=O)c3ccccc3)c2)cc1 (centres undefined)	0%	-13%	1%	-20%	-4%	-2%	-7%[59 µM]	430%[activator]	-18%
34	CN(C1=NC(=O)C(CC(=O)Nc2ccc(Br)cc2)S1)c1ccc(O)cc1 (centres undefined)	-26%	-3%	-9%	-7%	4%	-2%	5%[59 µM]	-45%	-10%
35	COc1ccc(NC(=O)COC(=O)C23CC4CC(CC(Cl)(C4)C2)C3)c(OC)c1	7%	-22%	-12%	-8%	-2%	-4%	-1%	11%	-12%
36	CCOC(=O)c1[nH]c2ccc(OC)cc2c1NC(=O)c1ccc2c(c1)OCO2	4%	-6%	-3%	-15%	4%	-6%	23%[12.7 µM]	2%	6%

# Compound profiles (already shown). Screens in order: POLB inh	POLK inh	BLM helicase inh	POLH inh	BAZ2B inh	APEX1 inh	G9a inh	POLI inh	Anesthetic bind
# CN(C1=NC(=O)C(CC(=O)Nc2ccc(Br)cc2)S1)c1ccc(O)cc1 (centres undefined) reads -26%	-3%	-9%	-7%	4%	-2%	5%[59 µM]	-45%	-10%
# CCOC(=O)c1[nH]c2ccc(OC)cc2c1NC(=O)c1ccc2c(c1)OCO2 reads 4%	-6%	-3%	-15%	4%	-6%	23%[12.7 µM]	2%	6%
# CC(=O)Nc1ccc(NC(=O)C(C)c2cccc(C(=O)c3ccccc3)c2)cc1 (centres undefined) reads 0%	-13%	1%	-20%	-4%	-2%	-7%[59 µM]	430%[activator]	-18%

# The results go on:
no.	SMILES	POLB inh	POLK inh	BLM helicase inh	POLH inh	BAZ2B inh	APEX1 inh	G9a inh	POLI inh	Anesthetic bind
37	O=C(NC1CCN(c2ncccn2)CC1)c1ccccc1F	27%	-3%	-1%	-5%	10%	3%	?	?	5%
38	CCCn1c2ccccc2c2nnc(SCc3[nH]c(=O)[nH]c3C(=O)CCCCC(=O)OCC)nc21	-2%	-11%	-9%	?	-21%	0%	?	-9%	-15%
39	COc1ccc(CN2CC(=O)N3[C@H]4c5ccccc5OC[C@@H]4[C@H](c4ccccc4)[C@]3(C)C2=O)cc1	/	2%	/	-11%	-1%	26%	-1%[0.501 µM]	11%	/
40	COc1ccc2c(c1)OCC(Cc1ccc(OC)c(O)c1)C2=O (centres undefined)	/	-6%[60.1 µM]	0%	/	/	2%	-4%[2.33 µM]	/	2%
41	CCC(=O)Nc1ccc(NC(=O)c2ccc3c(c2)OCO3)cc1	11%	-3%	-1%	-12%	1%	0%	?	10%	3%
42	Cc1ccc(/C=N/N2C(=O)c3ccccc3NC2c2ccc(C)cc2)cc1 (centres undefined)	-29%	-3%	-8%	-12%	1%	8%	20%[59 µM]	161%[activator]	-5%
43	CC1CCN(c2ncnc3ccccc23)CC1	-8%	-6%	1%	-6%	2%	2%	?	17%	0%

# Structures above shown as hits in BAZ2B inh:
No. | SMILES | POLB inh | POLK inh | BLM helicase inh | POLH inh | BAZ2B inh | APEX1 inh | G9a inh | POLI inh
10 | COc1cc(-c2nc(=S)[nH][nH]2)cc(OC)c1OC | 1% | 3% | -1% | -13% | 50µM* | 7% | 0.56µM* | ?

# Records 37 through 39, quoted:
no.	SMILES	POLB inh	POLK inh	BLM helicase inh	POLH inh	BAZ2B inh	APEX1 inh	G9a inh	POLI inh	Anesthetic bind
37	O=C(NC1CCN(c2ncccn2)CC1)c1ccccc1F	27%	-3%	-1%	-5%	10%	3%	?	?	5%
38	CCCn1c2ccccc2c2nnc(SCc3[nH]c(=O)[nH]c3C(=O)CCCCC(=O)OCC)nc21	-2%	-11%	-9%	?	-21%	0%	?	-9%	-15%
39	COc1ccc(CN2CC(=O)N3[C@H]4c5ccccc5OC[C@@H]4[C@H](c4ccccc4)[C@]3(C)C2=O)cc1	/	2%	/	-11%	-1%	26%	-1%[0.501 µM]	11%	/

# High-throughput results: PubChem, National Center for Advancing Translational Sciences (NCATS)
